Assay outcomes from PubChem BioAssay.
V-ATPase pH: alters yeast V-ATPase proton transport. S. cerevisiae, pHLuorin cytosolic pH fluorescence. response, % at 10 µM. 350,000 tested, 0.37% active; in the data active = response mostly above about 7.3%, no sharp cut-off; inactive = mostly below about 5.4%; also: actives read high; inactives centre near 0; some compounds called inactive have numbers as strong as hits; reference of the scale not given here
Pemphigus Ab inh: blocks pemphigus antibody binding to human desmoglein-3; DSG3-coupled beads, scFv-anti-DSG3-GFP binding, flow cytometry; stronger effect = lower value; binding (percent of control), % at 10 µM; 310,000 tested, 0.48% active;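 active = binding more than 3 SD below its plate's average and above zero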;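 also: hits lower antibody fragment binding to DSG3; some compounds called inactive have numbers as strong as hits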
HTR5A ag ctr: HTR5A agonism, opioid heterodimer counter-screen; AID 504692; 340,000 tested, 0.61% active; activation, % at 9.3 µM; HTR5A agonist assay, luminescence, cell-based; in the data active = activation mostly above about 9.5%, no sharp cut-off; inactive = mostly below about 7.6%;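 also: 0% = cells with vehicle only and 100% = reference agonist; strong numbers were not always called active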
Target sequence (P47898 whole entry, looked up): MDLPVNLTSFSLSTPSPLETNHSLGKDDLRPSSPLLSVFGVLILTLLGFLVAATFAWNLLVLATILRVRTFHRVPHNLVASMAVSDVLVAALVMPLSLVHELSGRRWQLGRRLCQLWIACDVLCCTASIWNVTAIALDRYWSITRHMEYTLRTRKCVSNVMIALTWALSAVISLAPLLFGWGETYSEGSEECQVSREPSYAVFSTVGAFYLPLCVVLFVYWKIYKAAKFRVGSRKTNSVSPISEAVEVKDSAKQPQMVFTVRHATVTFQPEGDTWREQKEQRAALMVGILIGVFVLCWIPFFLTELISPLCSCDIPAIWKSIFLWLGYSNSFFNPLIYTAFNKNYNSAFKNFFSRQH
DAGLB inh: blocks human DAGLB lipase activity. AID 504411. HEK293T DAGLB membrane lysate, EnzChek fluorogenic substrate. inhibition, % at 5.17 µM. 340,000 tested, 0.059% active. Q8NCG7; in the data active = inhibition above about 34%;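 also: 0% = enzyme with vehicle and 100% = wells lacking enzyme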
MOR-DOR inv ag: inverse agonists of human mu-delta opioid receptor heterodimerization. P35372+P41143. cell-based MOR-DOR heterodimer luminescence, inverse agonism. inhibition, % at 9.3 µM. 340,000 tested, 0.21% active. AID 504357; in the data active = inhibition above about 22%, passing the limit was not always enough;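 also: 0% = cells with DMSO and 100% = wells without cells with DMSO; values of inactives mirror those of a sister screen read the other way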
MOR-DOR ag: agonists of human mu-delta opioid receptor heterodimerization; cells, OPRM1-OPRD1 heterodimerization, luminescence; 340,000 tested, 0.3% active; P35372+P41143; AID 504326; activation, % at 9.3 µM; in the data active = activation above about 18%;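 also: 0% = vehicle-treated cells and 100% = reference agonist; values of inactives mirror those of a sister screen read the other way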
PKA-R2B activ: activates the human PKA-R2B holoenzyme complex; P22694+P31323; PKA-R2B holoenzyme dissociation, Cy5-IP20 fluorescence polarization; R2B truncated from residue 108, S112A mutant; 0% DMSO only, 100% 113 µM cGMP; activation, % at 11.4 µM; 340,000 tested, 0.079% active;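 active = activation above a cutoff set at the mean over all compounds plus 3 SD, cut at about 18% in these data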;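 also: higher means more holoenzyme dissociation and a rise in polarization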
Target sequence (P31323 whole entry, looked up, other chains not shown, the tested form may be a part): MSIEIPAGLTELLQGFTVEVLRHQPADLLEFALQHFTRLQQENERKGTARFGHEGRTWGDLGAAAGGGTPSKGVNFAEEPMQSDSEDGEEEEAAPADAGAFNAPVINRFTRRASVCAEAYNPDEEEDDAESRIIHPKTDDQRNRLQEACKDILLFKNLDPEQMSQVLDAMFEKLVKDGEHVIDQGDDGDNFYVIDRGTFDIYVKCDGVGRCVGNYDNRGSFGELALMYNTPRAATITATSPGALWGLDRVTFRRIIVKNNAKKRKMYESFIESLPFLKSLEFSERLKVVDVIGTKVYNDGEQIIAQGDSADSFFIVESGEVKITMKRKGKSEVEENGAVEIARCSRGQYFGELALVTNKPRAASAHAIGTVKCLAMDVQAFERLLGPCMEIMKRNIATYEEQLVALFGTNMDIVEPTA
Arr AP2 block: human beta-arrestin and AP2 interaction inhibition. 340,000 tested, 0.31% active. inhibition, % at 10 µM. AID 504490. FITC-arrestin peptide / GST-AP2 beads, flow cytometry; AP2 beta2 appendage carries R879A mutation;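 active = inhibition above a set limit, near 3 SD of compounds lacking own fluorescence, cut at about 54% in these data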;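 also: plate controls were DMSO wells for no effect and 5 µM unlabelled arrestin peptide for full effect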
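System: GST-AP2 R879A glutathione beads. Medium: PBS with 0.05% Tween 20 and 0.1% BSA. Also added: FITC-arrestin peptide, 50 nM. Incubation: 12 min plus 1 h, RT. Measured by: high-throughput flow cytometry of beads, ex 488, em 535 nm. Evaluation: percent drop in bead-associated FITC signal.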
HTR5A inv ctr: HTR5A inverse agonism, opioid heterodimer counter-screen. P47898. 340,000 tested, 0.083% active. inhibition, % at 9.3 µM. HTR5A cell line, luminescence; in the data active = inhibition mostly above about 23%, no sharp cut-off; inactive = mostly below about 18%;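 also: 0% = cells with DMSO and 100% = no-cell wells with DMSO; some compounds called inactive have numbers as strong as hits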
PKA-R1A activ: activates the PKA-R1A holoenzyme complex | 340,000 tested, 0.083% active | P00514+P68181 | activation, % at 11.4 µM | PKA-R1A dissociation, Cy5-IP20 fluorescence polarization; scaled: DMSO 0%, 113 µM cGMP 100%;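 active = percent activation above the mean of all tested compounds plus 3 SD, cut at about 19% in these data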;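 also: higher means more PKAc released from R1A so a rise in polarization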
An asterisk follows results filed as active; · = not tested or not shown.

SMILES | V-ATPase pH | Pemphigus Ab inh | HTR5A ag ctr | DAGLB inh | MOR-DOR inv ag | MOR-DOR ag | PKA-R2B activ | Arr AP2 block | HTR5A inv ctr | PKA-R1A activ
FC(F)(F)c1cc(C(F)(F)F)n2nc(-c3sccc3-n3cccc3)cc2n1 | 12* | 109 | -1 | -5 | 6 | -1.4 | -10 | 11 | 4 | -12
COc1ccc2nc(SC)cc(C)c2c1 | -1 | 104 | 3 | -3 | -11 | 2.0 | 2 | -2 | -14 | 9
CC(=O)c1cc(-c2ccccc2)n(CCC(=O)NC2CCCC2)c1C | 1 | 101 | 2 | -2 | 20 | -3.9 | 6 | -4 | -4 | -5
CCc1noc(C)c1C(=O)N1CCN(S(=O)(=O)c2cccc(C(F)(F)F)c2)CC1 | -4 | 90 | 4 | -1 | 9 | -2.1 | -1 | 1 | -9 | 0
O=c1c(-c2ccccc2)c(O)cc(-c2ccncc2)n1-c1ccc(Cl)cc1 | -4 | 98 | 0 | 3 | 21 | -4.0 | 3 | 17 | 15 | 0
NNc1nc2cccnc2n(CCNc2ncc(C(F)(F)F)cc2Cl)c1=O | 1 | 102 | -2 | -4 | 0 | -0.1 | 7 | -1 | 6 | -8
Cn1cnc2c1c(=O)n(Cc1ccc(F)cc1Cl)c(=O)n2C | -4 | 99 | -2 | 2 | 3 | -0.5 | -4 | 30 | -16 | 0
CCOc1ccccc1-n1c(=S)sc2c(=O)n(-c3ccc(F)cc3)c(SCC(=O)O)nc21 | 4 | 102 | 2 | 4 | 15 | -3.1 | -3 | -11 | -7 | -15
CCOC(=O)C1(CC2CCCCO2)CCN(C(=O)Nc2ccc(C)c(C)c2)CC1 (stereo unspecified) | -2 | 104 | 2 | -2 | 11 | -2.3 | -2 | -17 | 2 | 4
Cc1cccc(C(=O)O[C@H]2[C@H](C)NS(=O)(=O)[C@H]3CC4C=C[C@]23O4)c1 | -4 | 103 | 15 | -3 | 1 | -0.2 | 1 | 3 | -44 | -9
O=C(/C=C/c1cccc(F)c1)OCC(=O)N1CCc2ccccc21 | 1 | 104 | 18* | -3 | -5 | 1.3 | 0 | 6 | -46 | 3
COc1ccc(OC)c(C2C(C#N)=C(N)Oc3cc(N)ccc32)c1 (stereo unspecified) | -2 | · | -2 | -3 | 8 | -1.6 | -7 | 0 | 5 | -6
Cc1nc2nc(C)c(CCC(=O)Nc3ccc4c(c3)OCO4)c(C)n2n1 | 2 | 97 | 0 | -2 | 20 | -3.7 | -9 | 4 | 0 | -11
COc1ccc(S(=O)(=O)NCc2ccc(F)cc2)cc1OC | 0 | 101 | 0 | 2 | 15 | -2.9 | 2 | 8 | -27 | -9
Cc1noc(C)c1CSc1nnc(-c2cc(Cl)ccc2Cl)n1N | -2 | 93 | -1 | -1 | 5 | -0.9 | -7 | -5 | -23 | 6
O=C1C(=O)N(Cc2ccco2)C(c2cccc(Cl)c2)/C1=C(\O)c1ccc2c(c1)OCCO2 (stereo unspecified) | -1 | · | 3 | 9 | 10 | -1.8 | -2 | -3 | -8 | -10
COc1ccccc1-c1sc2cc3c(cc2c1-c1ccc(O)cc1)OCO3 | 2 | 100 | 3 | -1 | -66 | 11 | -7 | 2 | -13 | -2
CN(C)CCNC(=O)Cc1ccc([N+](=O)[O-])cc1 | 2 | 98 | 2 | 0 | 19 | -3.7 | 3 | -25 | -8 | -3
Cc1cccc(C2c3[nH]c4ccccc4c3CCN2C(=O)Cc2n[nH]c(C)n2)n1 (stereo unspecified) | 1 | 101 | 0 | -1 | 15 | -3.0 | -2 | 39 | 0 | 2
O=C(CSc1nnc2ccccn12)Nc1ccc(N2CCOCC2)cc1 | 1 | 109 | 12 | 4 | -1 | 0.2 | 4 | 30 | -30 | 4
COc1ccc(C(=O)n2nc(C)cc2Nc2ccccc2)cc1 | 4 | 111 | 5 | -9 | -18 | 3.2 | -10 | 10 | -4 | -14
CN(C1=NS(=O)(=O)c2ccccc21)c1ccc(OC(=O)c2ccncc2)cc1 | 6 | 111 | -3 | -3 | 0 | 0.0 | -3 | 52 | 5 | 1
Cc1cc(Nc2ccc(F)cc2Cl)n2ncnc2n1 | 3 | 104 | 0 | 1 | 16 | -3.3 | 7 | 8 | 1 | 0
S=C(Nc1ccc2c(c1)OCO2)N1CCCC1 | 3 | 97 | 2 | 1 | 15 | -2.9 | -6 | -34 | 26 | -6
CN(C)S(=O)(=O)c1ccc(N2CCCC2)c(C(=O)NCC2CCCCC2)c1 | -2 | 98 | 1 | 0 | 6 | -1.1 | -2 | 36 | -2 | 1
[O-]C(=C(C(=S)Nc1cccc2ccccc12)[n+]1ccccc1)c1ccc2c(c1)OCCO2 | -6 | · | 3 | 3 | -5 | 1.1 | -6 | 5 | -11 | -13
Nc1ccc(C(=O)OCC(=O)Nc2cccc(S(=O)(=O)NC3=NCCCCC3)c2)cc1[N+](=O)[O-] | 0 | 94 | 0 | -2 | 18 | -3.6 | -4 | 24 | -1 | -3
CNC(=S)N(CCCn1ccnc1)Cc1c(F)cccc1Cl | -5 | 108 | 3 | -2 | 15 | -2.8 | 8 | 19 | -8 | 5
COc1cccc(NC(=O)NC2CCN(Cc3nnnn3Cc3ccc(F)cc3)CC2)c1 | -6 | 95 | 2 | 3 | 4 | -0.8 | -1 | 9 | 4 | -2
S=C1N(c2ccccc2)C(c2ccc(Br)cc2)N2CCCN12 (stereo unspecified) | -2 | · | 4 | -8 | 1 | -0.2 | -2 | 2 | -11 | -6
CCOc1ccc(S(=O)(=O)NCCCn2ccnc2)cc1NC(C)=O | -54 | 103 | 3 | -2 | 22 | -4.7 | -4 | 6 | -10 | -9
CN(C)C(=O)N1CCc2ccc([N+](=O)[O-])cc21 | 5 | 106 | · | 0 | · | · | 1 | · | · | 11
Cc1nnc(SCC(=O)N(C)C2CCCCC2)n1C | 1 | 123 | 1 | 1 | -5 | 1.2 | -6 | -7 | -3 | -10
CN(C)S(=O)(=O)c1cccc(C(=O)Nc2ccccc2)c1 | -1 | 97 | 0 | -1 | 10 | -1.7 | -2 | 35 | 0 | -5
CN(C)C(=O)c1ccc(NC(=O)COc2ccc([N+](=O)[O-])cc2)cc1 | 0 | 100 | -4 | 2 | 13 | -2.4 | -2 | -5 | 11 | -8
CC(=O)c1ccc(Nc2nc3ccc(C)cc3n3cnnc23)cc1 | -8 | 95 | -3 | -2 | -30 | 6.6 | 4 | 2 | 12 | -2
C=CCNc1nc(Cl)nc(Nc2ccc([N+](=O)[O-])cc2)n1 | -2 | 88 | -1 | 1 | 7 | -1.1 | 1 | 31 | -13 | -6
Cc1onc(-c2c(F)cccc2Cl)c1C(=O)NC(=S)NC1CCSC1=O (stereo unspecified) | -2 | 104 | -6 | -1 | 15 | -2.9 | 3 | 4 | 15 | 0
COc1ccc(/C=C/C(=O)N2CCCc3ccccc32)c(OC)c1 | 1 | 102 | 1 | -6 | 3 | -0.6 | -1 | -8 | -2 | -15
CCc1cccc(C)c1NC(=O)COC(=O)Cc1ccccc1 | · | 95 | · | -2 | · | · | 4 | · | · | -6
COc1cccc(CNC(=O)C2CCN(C(=O)N3CC(C)Oc4ccccc43)CC2)c1 (stereo unspecified) | 1 | 99 | -5 | 2 | 4 | -0.7 | -4 | 8 | -32 | 0
COC(=O)c1ccc(C(=O)OC)c(NC(=O)CN2CCC(C)CC2)c1 | 0 | 92 | -2 | -3 | -15 | 3.2 | -1 | 30 | -9 | -6
COC(=O)CCSc1cc([N+](=O)[O-])cc2c1c(C1OCCO1)nn2-c1ccccc1 | -4 | 105 | -4 | -3 | 1 | -0.2 | -10 | 23 | -7 | 0
COc1cccc(SCC2CSc3nc4ccccc4c(=O)n32)c1 (stereo unspecified) | 0 | 108 | 9 | 0 | 5 | -1.0 | -6 | 2 | -18 | -11
COc1cccc(/C=N/Nc2nn3cnnc3c3ccccc23)c1O | -2 | 105 | 9 | 8 | -18 | 3.1 | -7 | 7 | -75 | -12
O=C(CN(C1CCCCC1)S(=O)(=O)c1ccc(Cl)cc1)NCCCO | 2 | 101 | 2 | 1 | 15 | -3.0 | 8 | -1 | 8 | -2
Cc1ccc(CCNC(=O)C2CCCN(C(=O)N(C)C)C2)cc1 (stereo unspecified) | -4 | 123 | 2 | -3 | 3 | -0.5 | -6 | -6 | -5 | 2
COc1cc2c(cc1OC)CC(=O)N(C)CC2 | 2 | 99 | 2 | -4 | -2 | 0.3 | 4 | -4 | -4 | 6
CN1CCN(C(=O)C2=C[C@@H](c3ccccc3)C[C@@H](OCCCCO)O2)CC1 | 0 | 102 | -3 | -3 | 5 | -0.9 | -12 | -4 | -20 | -3
CCN(CC)CCn1c2c(c(SCC(=O)Nc3ccccc3Cl)nc1=O)CCCC2 | -3 | 105 | -2 | 0 | 12 | -2.3 | 5 | 5 | 6 | -4
Cc1ccc(OCCSc2nc3ncnc(N)c3[nH]2)cc1 | 1 | 103 | 1 | 3 | 5 | -0.9 | 1 | 7 | 20 | 6
CCCCN(C(=O)c1cccs1)C1CCS(=O)(=O)C1 (stereo unspecified) | 0 | 102 | 3 | 0 | 12 | -1.8 | -8 | -17 | -9 | -4
Cc1cc(NS(=O)(=O)c2ccc(NC(=O)c3ccoc3C)cc2)nc(C)n1 | 0 | 105 | -7 | 0 | 12 | -2.1 | -2 | 6 | 0 | 12
CC1CCCCC1NCc1cccc([N+](=O)[O-])c1 (stereo unspecified) | 4 | 86 | 2 | -1 | -20 | 2.8 | 3 | 11 | -5 | 0
Cc1ccc(NC(=O)N2CCC(NC(=O)c3ccco3)CC2)cc1 | -1 | · | 0 | 0 | -8 | 1.0 | -5 | 6 | 0 | -3
COc1ccc(NS(=O)(=O)c2cc3c(cc2C)NC(=O)CO3)c(OC)c1 | 0 | 109 | -5 | 4 | 4 | -0.6 | 2 | 0 | 16 | -12
Cc1cccc(Oc2ccc(NC(=O)C3=CC=CN4CCS(=O)(=O)N=C34)cc2)c1 | -2 | · | 7 | 2 | 19 | -4.7 | -9 | 0 | -19 | -11
CCN1CCN(c2ccc(S(=O)(=O)N3CCCCC3)cc2NC(=O)c2cccc(C)c2[N+](=O)[O-])CC1 | 10 | 99 | -2 | 1 | 24 | -5.0 | 4 | 14 | 0 | -3
O=C(O)c1ccccc1-n1c(-c2ccccc2)cc2c1CCCC2=O | 0 | 102 | 4 | 1 | 9 | -1.8 | -9 | 7 | 4 | -1

Quoted at random: two compounds from above.
SMILES | V-ATPase pH | Pemphigus Ab inh | HTR5A ag ctr | DAGLB inh | MOR-DOR inv ag | MOR-DOR ag | PKA-R2B activ | Arr AP2 block | HTR5A inv ctr | PKA-R1A activ
COc1ccc(/C=C/C(=O)N2CCCc3ccccc32)c(OC)c1 | 1 | 102 | 1 | -6 | 3 | -0.6 | -1 | -8 | -2 | -15
CC(=O)c1ccc(Nc2nc3ccc(C)cc3n3cnnc23)cc1 | -8 | 95 | -3 | -2 | -30 | 6.6 | 4 | 2 | 12 | -2
